Compound activity: PubChem, Fisher Drug Discovery Resource Center
mcGAS MS inh = blocks mouse cGAS cGAMP production; Q8C6L5; recombinant mouse cGAS, cGAMP by RapidFire MS; inhibition, % at 12.5 µM; actives 0.18% (n = 130,000); AID 1259397;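 active means inhibition of cGAS enzyme activity at or above 60%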;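 further: enzyme stimulated by 45 bp dsDNA with ATP and GTP substrates; cGAMP share of summed cGAMP plus half ATP and half GTP signals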
Target sequence (Q8C6L5 whole entry, looked up): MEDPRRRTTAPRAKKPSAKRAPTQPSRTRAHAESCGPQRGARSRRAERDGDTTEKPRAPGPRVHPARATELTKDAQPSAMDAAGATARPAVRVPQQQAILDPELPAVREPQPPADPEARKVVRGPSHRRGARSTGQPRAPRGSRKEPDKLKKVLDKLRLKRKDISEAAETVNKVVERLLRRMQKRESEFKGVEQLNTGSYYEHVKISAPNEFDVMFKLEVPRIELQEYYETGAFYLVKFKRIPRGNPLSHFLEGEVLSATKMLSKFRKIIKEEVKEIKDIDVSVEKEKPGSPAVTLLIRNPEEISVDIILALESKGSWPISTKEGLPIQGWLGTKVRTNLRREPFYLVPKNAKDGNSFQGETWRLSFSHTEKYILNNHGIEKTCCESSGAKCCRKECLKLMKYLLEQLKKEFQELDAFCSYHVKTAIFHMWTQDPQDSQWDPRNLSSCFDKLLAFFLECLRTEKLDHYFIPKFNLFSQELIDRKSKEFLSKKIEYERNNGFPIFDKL
* marks the source's active call; other numbers are inactive results; & = joins results of further samples.

How did CC(c1nc2ccccc2s1)N(C)C(=O)CCn1nc(-c2cccs2)oc1=O (configuration not stated) do in these assays?
mcGAS MS inh: 1

Results for O=C(c1cc(-c2ccccc2)no1)N1CCC(CO)(Cc2ccc(Cl)cc2)CC1 ?
mcGAS MS inh: -6

How did Cc1nc(-n2cnnc2)ccc1-c1ccc2c(c1)OCO2 do in these assays?
mcGAS MS inh: -17

Results for CCC(=O)C1(NC(=O)Cn2c(=O)n(CC)c3ccccc32)CCCCC1 ?
mcGAS MS inh: 2

How did Cc1ccccc1CN1CCc2c(O)cccc2C1=O do in these assays?
mcGAS MS inh: 1

How did CN(C)Cc1nc(C(=O)N(C)C2Cc3ccccc3C2)cs1 do in these assays?
mcGAS MS inh: 0

What do the screens show for `CC1(C(=O)NS(=O)(=O)c2cccs2)CCN1C(=O)c1cccc(F)c1` (configuration not stated)?
mcGAS MS inh: -19

How did Cn1c(-c2ccc(C(F)(F)F)cc2)nc2c1c(=O)[nH]c(=O)n2Cc1ccccc1 do in these assays?
mcGAS MS inh: -7

How did CC1(C(=O)NS(=O)(=O)Cc2cccc(Cl)c2)CCN1C(=O)C1(c2ccc(Cl)cc2)CC1 (configuration not stated) do in these assays?
mcGAS MS inh: -6

Results for Cc1nc(/C=C/C(=O)NC(C)c2ncc(-c3ccccc3)[nH]2)cs1 (configuration not stated) ?
mcGAS MS inh: -7

What do the screens show for `O=C(c1ccc(Cl)cc1)C1CCN(CC(=O)N2CCN(c3ccccc3)CC2)CC1`?
mcGAS MS inh: -3

What do the screens show for `CC1OC(O[C@H]2C=C/C=C/C=C/C=C/C=C/C=C/C=C/[C@H](C)[C@@H](O)[C@@H](C)[C@H](C)OC(=O)CC(O)CC(O)CCC(O)C(O)CC(O)C[C@]3(O)C[C@H](O)C(C(=O)O)C(C2)O3)C(O)[C@H](N)C1O` (some centres not stated)?
mcGAS MS inh: 1&4

How did Cc1ccc(-c2csc3nc(C4CC4)[nH]c(=O)c23)c(C)c1 do in these assays?
mcGAS MS inh: -10&1

Results for CC1CC(=O)N(N(C)C)C2(C#N)C(N)=NC(=O)C12C#N (configuration not stated) ?
mcGAS MS inh: -8

Results for Cc1noc(C)c1CN(C)CC1CN(CC(C)C)CCO1 (configuration not stated) ?
mcGAS MS inh: -7

What do the screens show for `Cn1nc(CN2CCN(c3ncc(F)cn3)CC2)c2c(Cl)cccc21`?
mcGAS MS inh: -35

What do the screens show for `CN1CCCC(CC2c3ccccc3Sc3ccccc32)C1` (configuration not stated)?
mcGAS MS inh: 1

How did CC(NC(=O)CC1c2ccccc2CCc2ccccc21)c1ccncn1 (configuration not stated) do in these assays?
mcGAS MS inh: -14

Results for O=C(c1nc2sccn2c1CNCC1(c2ccccc2)CCOCC1)N1CCCC1 ?
mcGAS MS inh: -2

Results for COc1cccc(-n2c(=O)[nH]c3c(C(N)=O)nc(-c4ccncc4)nc32)c1 ?
mcGAS MS inh: -8

A portion of the results above, as a working copy:
How did CC(c1nc2ccccc2s1)N(C)C(=O)CCn1nc(-c2cccs2)oc1=O (configuration not stated) do in these assays?
mcGAS MS inh: 1

Results for O=C(c1cc(-c2ccccc2)no1)N1CCC(CO)(Cc2ccc(Cl)cc2)CC1 ?
mcGAS MS inh: -6

How did Cc1nc(-n2cnnc2)ccc1-c1ccc2c(c1)OCO2 do in these assays?
mcGAS MS inh: -17

Results for CCC(=O)C1(NC(=O)Cn2c(=O)n(CC)c3ccccc32)CCCCC1 ?
mcGAS MS inh: 2

New compounds follow:
Results for C=C(C)Cn1c(=O)c2c(nc3n(CCCN4CCOCC4)c(C)c(C)n23)n(C)c1=O ?
mcGAS MS inh: -10

Results for Cn1cc(S(=O)(=O)N2CCCC2)cc1C(=O)O ?
mcGAS MS inh: -7

What do the screens show for `Cc1cc(C)cc(NNC(=O)C=Cc2cccs2)c1`?
mcGAS MS inh: -2

How did Cc1sc2ncnc(-n3ccnc3)c2c1C do in these assays?
mcGAS MS inh: -14

What do the screens show for `Cc1cccc(S(=O)(=O)NC(=O)C2(C)CCN2C(=O)c2sccc2C)c1` (configuration not stated)?
mcGAS MS inh: -1

What do the screens show for `O=C(CC1CCCCN1S(=O)(=O)c1ccccc1)Nc1ccc(F)c(Cl)c1` (configuration not stated)?
mcGAS MS inh: 32

How did O=C(CNS(=O)(=O)c1ccc(Cl)c(C(F)(F)F)c1)N1CCC2CCCCC2C1 (configuration not stated) do in these assays?
mcGAS MS inh: -4

What do the screens show for `CCOC(=O)c1nn(-c2ccc(F)cc2)c(=O)cc1OCc1ccccc1C`?
mcGAS MS inh: -8

What do the screens show for `Cc1ccc(-c2nc(C=Nc3ccc(Cl)cn3)c(O)o2)cc1`?
mcGAS MS inh: -9

Results for Cc1ccc2[nH]c(=O)cc(C(=O)N3CCN(C)C4(CCN(C)CC4)C3)c2c1 ?
mcGAS MS inh: -15

How did N#Cc1c(Cl)nsc1NCc1cccnc1Oc1cccc(F)c1 do in these assays?
mcGAS MS inh: 5

What do the screens show for `OCCN(Cc1ccccc1)Cc1nc(-c2ccccn2)no1`?
mcGAS MS inh: -3

What do the screens show for `C[N+](C)(C)CC(O)CC(=O)O` (configuration not stated)?
mcGAS MS inh: 0&2

How did CN1CCC2(CCCN(C(=O)C3(S(=O)(=O)c4ccccc4)CC3)C2)C1 (configuration not stated) do in these assays?
mcGAS MS inh: -12

Results for CCC1(C)NC(=O)N(N=CC=C2N(C)c3ccccc3C2(C)C)C1=O (configuration not stated) ?
mcGAS MS inh: -3

What do the screens show for `CCCn1c(SCC(=O)Nc2cc(C)no2)nc2sc(CC)cc2c1=O`?
mcGAS MS inh: 5

What do the screens show for `CN(C)CCNC(=O)CCN(Cc1ccco1)C(=O)c1csc(Nc2ccc(F)cc2)n1`?
mcGAS MS inh: -2

How did Cc1cccc2nc(C(=O)NCc3cccnc3N3CCN(C)CC3)c(F)n12 do in these assays?
mcGAS MS inh: -22

How did CN(CC(=O)NC1CC1)S(=O)(=O)c1ccccc1C(F)(F)F do in these assays?
mcGAS MS inh: -16

Results for Cc1nn(-c2ccccc2)c(NCCNc2c(C#N)c(C)nn2-c2ccccc2)c1C#N ?
mcGAS MS inh: -6

Results for O=C(c1cc(COc2ccc3c(c2)CCCC3)on1)N1CCSCC1 ?
mcGAS MS inh: -8

What do the screens show for `O=C(NC1CC(=O)N(CCCc2ccccc2)C1)c1ccncc1` (configuration not stated)?
mcGAS MS inh: -11

Results for COc1ccc(CN2CCN(Cc3ccc4ncccc4c3)CC2CCO)cc1C (configuration not stated) ?
mcGAS MS inh: -6

Results for Cc1cc(C(=O)N2CCOCC2)nn1CC(=O)Nc1nccs1 ?
mcGAS MS inh: -4

How did CC1CC(=O)Nc2ccccc2N1Cc1ccn(C)c(=O)c1 (configuration not stated) do in these assays?
mcGAS MS inh: -16

What do the screens show for `CSCCC(=O)N1CCCC(Nc2ccc(F)cc2)C1` (configuration not stated)?
mcGAS MS inh: 3

How did Cc1ccc(S(=O)(=O)N2CCc3ccc(NC(=O)C4CCCO4)cc3C2)cc1 (configuration not stated) do in these assays?
mcGAS MS inh: -9&2

Results for O=C(COc1ccc(Cl)cc1Cl)Nc1nc2ccc(Cl)cc2s1 ?
mcGAS MS inh: 22

What do the screens show for `O=C(Oc1ccc(Cl)c2ccccc12)N1CCCCC1`?
mcGAS MS inh: -6

Results for O=C(Nc1ccccc1)c1cc2n(n1)CCCN(C(=O)[C@H](O)c1ccccc1)C2 ?
mcGAS MS inh: -4

How did CCN(Cc1ccc(Cl)s1)C(=O)c1ccc2nc3n(c2c1)CCC3 do in these assays?
mcGAS MS inh: 8

What do the screens show for `Cc1ccc(CN(C(=O)CN2CCCC(CO)C2)C2CC2)o1` (configuration not stated)?
mcGAS MS inh: 8

How did Cc1ccc(N(CC(=O)NCc2cc(-c3ccccc3)n[nH]2)S(C)(=O)=O)cc1 do in these assays?
mcGAS MS inh: -10

What do the screens show for `C=CC[C@@H]1CC=C[C@@H](C)N1Cc1nc(-c2cc3c(cc2Cl)OCO3)oc1C`?
mcGAS MS inh: -3

How did COC(=O)c1ccc(-c2nc(CN3CCCCC3CCn3cccn3)c(C)o2)cc1 (configuration not stated) do in these assays?
mcGAS MS inh: -3

What do the screens show for `CCN(CC)CCn1c(C)c(C)n2c3c(=O)[nH]c(=O)n(C)c3nc12`?
mcGAS MS inh: -11

What do the screens show for `COc1ccccc1C(=O)N(CCN(C)C)c1nc2c(OC)ccc(Cl)c2s1`?
mcGAS MS inh: -5

How did Cc1ccc(S(=O)(=O)Nc2c(-c3ccccc3)c3cc(C)ccc3[nH]c2=O)cc1 do in these assays?
mcGAS MS inh: -3

How did C=CCn1ncc(-c2nc3c(cnn3C3CCCCC3)[nH]2)c1C do in these assays?
mcGAS MS inh: 4

How did Cc1nn(Cc2ccccc2F)c(=O)c2c1cnn2-c1ccc(F)cc1 do in these assays?
mcGAS MS inh: -3

What do the screens show for `CC(=O)N1CCc2cc(C(=O)NC3CC(C)(C)Cc4oc(C)cc43)ccc21` (configuration not stated)?
mcGAS MS inh: 1

How did Cn1c(SCC(=O)c2c(N)n(C)c(=O)n(C)c2=O)nc2sc3c(c2c1=O)CCCC3 do in these assays?
mcGAS MS inh: 29

How did CC1Cc2cc(S(=O)(=O)N3CCC(Nc4ccccc4)C3)cc(Cl)c2O1 (configuration not stated) do in these assays?
mcGAS MS inh: -7

Results for COc1ccc(N2CCN(Cn3cnc4ccccc43)CC2)cc1 ?
mcGAS MS inh: -5

Results for O=C(c1cn(CC2CCCO2)nn1)N1CCN(Cc2ccc3c(c2)OCO3)CC1 (configuration not stated) ?
mcGAS MS inh: -9

How did NS(=O)(=O)c1ccc2nc(NC(=O)c3cnccn3)sc2c1 do in these assays?
mcGAS MS inh: -2

Results for O=C1N(Cc2cccc(F)c2)c2ccccc2OC1(F)F ?
mcGAS MS inh: -5

Results for COc1ccc(N=c2oc3cc(OC(C)=O)ccc3cc2C(=O)NC(C)=O)cc1 ?
mcGAS MS inh: 7

What do the screens show for `CCOc1ccc(S(=O)(=O)N2CCN(c3nc4ccccc4o3)CC2)cc1OCC`?
mcGAS MS inh: 2

Results for CCOc1ccc(-c2nc(-c3ccc[nH]3)cs2)cc1 ?
mcGAS MS inh: 5

An excerpt from above in order of molar mass, smallest number first:
Results for CCOc1ccc(-c2nc(-c3ccc[nH]3)cs2)cc1 ?
mcGAS MS inh: 5

How did NS(=O)(=O)c1ccc2nc(NC(=O)c3cnccn3)sc2c1 do in these assays?
mcGAS MS inh: -2

What do the screens show for `CC(=O)N1CCc2cc(C(=O)NC3CC(C)(C)Cc4oc(C)cc43)ccc21` (configuration not stated)?
mcGAS MS inh: 1

Results for O=C(c1cn(CC2CCCO2)nn1)N1CCN(Cc2ccc3c(c2)OCO3)CC1 (configuration not stated) ?
mcGAS MS inh: -9

How did Cn1c(SCC(=O)c2c(N)n(C)c(=O)n(C)c2=O)nc2sc3c(c2c1=O)CCCC3 do in these assays?
mcGAS MS inh: 29

(cont.)
How did CC(C)S(=O)(=O)c1oc(-c2cccs2)nc1S(=O)(=O)c1ccc(F)cc1 do in these assays?
mcGAS MS inh: -6

Results for CCCN(C)c1ccc(C(=O)Nc2cc(C(=O)OC)cs2)cc1 ?
mcGAS MS inh: -5

What do the screens show for `CN(Cc1ccc2c(c1)OCCO2)c1ncnc2cc(-c3ccc(F)cc3)sc12`?
mcGAS MS inh: 1

How did CC1CN(C2CC2)CC1NS(=O)(=O)c1c(Cl)cccc1Cl (configuration not stated) do in these assays?
mcGAS MS inh: -7&-5

What do the screens show for `O=C1c2ccccc2CS(=O)(=O)c2ccccc21`?
mcGAS MS inh: -8

Results for Cc1ccc(S(=O)(=O)Nn2nnc(-c3ccccc3)c2C)cc1 ?
mcGAS MS inh: -1

What do the screens show for `C=CCOc1ccc(C=C2N=C(c3cccc(Br)c3)OC2=O)cc1`?
mcGAS MS inh: -3

Results for COC(=O)c1cc2n(n1)CCCN(C(=O)c1cc(C(C)C)on1)C2 ?
mcGAS MS inh: -29

What do the screens show for `CN(CCN1CCOCC1)C(=O)CC1C(=O)NCCN1Cc1ccc(F)cc1Cl` (configuration not stated)?
mcGAS MS inh: -15

How did CCN1C(=O)NC2C1NC(=O)N2CC (configuration not stated) do in these assays?
mcGAS MS inh: -14

Results for O=C(Nc1nncs1)c1ccc(N2CCC3(CCCC3)CC2)nc1 ?
mcGAS MS inh: -9

What do the screens show for `CCc1ccccc1Oc1nc(NC(C)C)nc2ccsc12`?
mcGAS MS inh: 9

What do the screens show for `Fc1ccc(Cn2cnc(-c3ccccc3)c2-c2cnn3cccnc23)cc1`?
mcGAS MS inh: -14

Results for Cc1cnc(SCc2cnc(C)nc2N)nc1 ?
mcGAS MS inh: 1

What do the screens show for `COc1cc(OC)c(OC)cc1C=C1N=C(c2cc(OC)c(OC)c(OC)c2)OC1=O`?
mcGAS MS inh: -13

Results for CCN(C)C(=O)c1ccc(N2CC3CC(C2)c2cccc(=O)n2C3)c(NC(=O)c2cc(OC)ccc2Br)c1 (configuration not stated) ?
mcGAS MS inh: -2

What do the screens show for `COCCn1c(C)c(C)n2c3c(=O)n(Cc4ccc(Cl)cc4)c(=O)n(C)c3nc12`?
mcGAS MS inh: -3

What do the screens show for `CC(=O)Nc1ccc(NC(=O)c2cc(=O)c(OCc3ccc(F)cc3)c[nH]2)cc1`?
mcGAS MS inh: -6

How did Cc1oc2cc([N+](=O)[O-])c(O)c([N+](=O)[O-])c2c1C(=O)c1ccccc1 do in these assays?
mcGAS MS inh: 8

Results for O=C(Nc1ccc2ccccc2n1)c1ccc(C(F)(F)F)nc1 ?
mcGAS MS inh: 1

How did CCN(CC(=O)NC(C)(C)C)c1nc2ccccc2s1 do in these assays?
mcGAS MS inh: 2

How did CCOC(=O)c1c(C2CC2)csc1N do in these assays?
mcGAS MS inh: -5

How did CCCCc1nc2ccc(NC(=O)c3c[nH]c(=O)cc3C)cc2[nH]1 do in these assays?
mcGAS MS inh: -10

What do the screens show for `COc1ccccc1-c1nn(CN(Cc2ccncc2)C2CC2)c(=S)o1`?
mcGAS MS inh: 1

This is a subset; the hit share may differ from the screen's.
